H69AR growth 86K = blocks growth of human H69AR lung tumor cells; H69AR lung tumor viability, ATP luminescence, 72 h; stronger effect = lower value; viability, % at 10 µM; 85,000 tested, 6% active;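 active = viability at or below 40%; inactive = viability above 40%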;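 note: multidrug resistant small cell line overexpressing MRP-1 efflux transporter; 100% = mean luminescence of untreated control wells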
CYP2C19 inhib = human CYP2C19 inhibition. P33261. CYP2C19 Supersomes, luciferin-H EGE luminescence, 30 min. inhibition, % at 5 µM. 96,000 tested, 21% active. AID 778;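 active = CYP2C19 inhibition above a set limit at 5 µM in the primary screen, cut at about 50% in these data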;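 note: plate controls were negative control wells for no effect and 2.5 mM tranylcypromine positive control for full effect; values of inactives mirror those of a sister screen read the other way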
Target sequence (P33261 whole entry, looked up): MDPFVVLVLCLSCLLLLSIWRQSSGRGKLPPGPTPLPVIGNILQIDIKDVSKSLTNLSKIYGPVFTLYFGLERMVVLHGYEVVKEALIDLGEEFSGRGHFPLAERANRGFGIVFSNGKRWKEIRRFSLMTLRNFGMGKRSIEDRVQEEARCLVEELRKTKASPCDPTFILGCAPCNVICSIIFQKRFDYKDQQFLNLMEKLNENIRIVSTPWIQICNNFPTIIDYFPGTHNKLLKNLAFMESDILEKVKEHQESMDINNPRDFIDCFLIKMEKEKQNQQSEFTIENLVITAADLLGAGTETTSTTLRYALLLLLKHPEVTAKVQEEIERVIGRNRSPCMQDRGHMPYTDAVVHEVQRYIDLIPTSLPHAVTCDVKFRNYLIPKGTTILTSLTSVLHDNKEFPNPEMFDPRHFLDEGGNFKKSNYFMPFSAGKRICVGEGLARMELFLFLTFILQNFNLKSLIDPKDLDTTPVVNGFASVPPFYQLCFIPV
CD11b adhes inh = blocks human CD11b/CD18 adhesion to fibrinogen; P05107+P11215; 93,000 tested, 0.54% active; AID 1497; K562 CD11b/CD18 adhesion to fibrinogen, ATPlite luminescence; Mn2+ added to activate the integrin; inhibition, % at 10 µM;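 active = primary inhibition of 50% or more at 10 µM, then 40% or more on retest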; note: some results filed as inactive read as strong as hits
ERa SRC1 inh = blocks coactivator binding to human estrogen receptor alpha; P03372; TR-FRET ER-alpha LBD / SRC-1 peptide, estradiol-bound; inhibition, % at 25.6 µM; 86,000 tested, 1.7% active; in the data active = inhibition above about 50%;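 note: 0% = receptor plus peptide control and 100% = peptide only without receptor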
Target sequence (P03372 whole entry, looked up, the tested form may be a part): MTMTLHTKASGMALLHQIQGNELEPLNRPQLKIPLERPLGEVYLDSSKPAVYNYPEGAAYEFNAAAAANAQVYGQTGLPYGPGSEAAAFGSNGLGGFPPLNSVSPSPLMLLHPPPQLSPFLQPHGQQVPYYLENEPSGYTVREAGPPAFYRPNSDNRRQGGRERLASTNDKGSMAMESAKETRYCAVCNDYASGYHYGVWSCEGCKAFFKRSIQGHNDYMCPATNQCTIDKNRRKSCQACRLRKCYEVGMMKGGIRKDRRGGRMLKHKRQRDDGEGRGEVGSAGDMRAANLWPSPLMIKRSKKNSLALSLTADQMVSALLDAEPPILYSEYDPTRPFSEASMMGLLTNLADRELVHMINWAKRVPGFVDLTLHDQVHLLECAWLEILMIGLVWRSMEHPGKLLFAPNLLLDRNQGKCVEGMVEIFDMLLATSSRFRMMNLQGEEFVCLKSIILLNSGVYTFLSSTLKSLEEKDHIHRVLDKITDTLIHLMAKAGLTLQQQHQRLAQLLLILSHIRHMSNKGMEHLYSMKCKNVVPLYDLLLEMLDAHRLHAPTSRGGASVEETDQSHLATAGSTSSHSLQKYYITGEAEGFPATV
HUVEC inhibit = human endothelial cell proliferation inhibition. HUVEC proliferation, CellTiter-Glo luminescence, 72 h; stronger effect = lower value. viability, % at 10 µM (by protocol). 86,000 tested, 1.1% active. AID 648;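 active = viability at or below 30%; inactive = viability above 30%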;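 note: 100% = median luminescence of DMSO-only cell control wells on each plate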
CYP2C19 act = increases human CYP2C19 enzyme activity; P33261; recombinant CYP2C19, luciferin-H EGE luminescence; stronger effect = higher value; 0 = fully inhibited enzyme, 1 = untreated enzyme; activation factor at 5 µM; 96,000 tested, under 10 active;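 active = activation factor of at least 2 at 5 µM in the primary screen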;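 note: 0 = wells with 2.5 mM tranylcypromine and 1 = vehicle-only wells; values of inactives mirror those of a sister screen read the other way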
ERa SRC1 pot = ER-alpha (human) coactivator binding potentiation | coactivator binding (% of control), % at 25.6 µM | AID 639 | P03372 | 86,000 tested, 1.3% active | TR-FRET ERalpha-LBD/SRC-Cy5 coactivator binding, 2 h; 100 = basal binding, no effect; in the data active = activity above about 200%;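 note: binding measured in presence of low estradiol as agonist stimulus; 0% = peptide alone without receptor and 100% = receptor with peptide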
CD11b adhes enh = CD11b/CD18-fibrinogen binding enhancement. 93,000 tested, 0.07% active. K562 CD11b/CD18 adhesion to fibrinogen, ATPlite luminescence. AID 1499. activation, % at 10 µM. P05107+P11215;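 active = 10 µM primary screen giving 50% or more activity, confirmed by 40% or more on retest at that dose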; note: strong numbers were not always called active
Lung fibro prol = blocks proliferation of human lung fibroblasts; LL 47 human lung fibroblast viability, ATP luminescence; stronger effect = lower value; viability, % at 10 µM; 85,000 tested, 1.1% active; AID 719;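 active = viability at or below 50% in the single dose screen; inactive = viability above 50%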;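 note: compound exposure lasted 72 h before the ATP readout; 100% = median luminescence of untreated cell-only wells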
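Signal: luminescent ATP detection, CellTiter-Glo; assay system: LL 47 human lung fibroblasts; input: 1,150 cells/well; incubation: overnight cell rest, 72 h compound treatment at 37 °C; measure: % viability versus median cells-only luminescence; medium: IMEM growth medium with 15% fetal bovine serum; dosing: compound addition at 0.1% DMSO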
Active calls of the source: *; nt = not tested or not shown; [ ] = dose if it differs, or a comment.

SMILES	H69AR growth 86K	CYP2C19 inhib	CD11b adhes inh	ERa SRC1 inh	HUVEC inhibit	CYP2C19 act	ERa SRC1 pot	CD11b adhes enh	Lung fibro prol
COc1ccc(S(=O)(=O)Cc2ccc(C(=O)NCc3cccs3)o2)cc1	94	27	-3	2	99	0.7	122	-9	95
O=C(C(NS(=O)(=O)c1cccs1)c1ccccc1)N1CCN(c2ccccc2)CC1 (stereo not drawn)	85	54*	nt	-10	88	0.5	107	nt	97
CCOCCCNC(=O)C(NC(=O)CNC(=O)c1ccccc1)c1ccccc1 (stereo not drawn)	98	-2	2	-8	110	1	115[fluorescence artefact?]	-2	90
O=S(=O)(NCc1ccccc1Cl)c1cnc[nH]1	97	22	-19	7	87	0.8	98	-8	102
CCOc1cc(C(c2c(C)[nH][nH]c2=O)c2c(C)[nH][nH]c2=O)ccc1OCc1ccc([N+](=O)[O-])cc1	84	60*	26	2	82	0.4	91	-1	93
O=C(O)C(Cc1ccccc1)n1cccc1 (stereo not drawn)	102	-5	-5	-2	101	1	85	-3	94
O=C(c1cc(-c2cccs2)on1)N1CCOCC1	nt	1	4	nt	nt	1	nt	-2	nt
Cc1onc(-c2ccccc2)c1C(=O)Nc1nnc(COc2ccc(Cl)cc2)s1	88	54*	79	-25	74	0.5	86	-2	94
CCOC(=O)Nc1nnc(-c2ccc(OC)c(OC)c2)s1	85	-1	-14	6	95	1	114	-2	99
Cc1cc(C(F)(F)F)c2c(=O)[nH]c(=O)n(Cc3ccccc3)c2n1	85	49	-6	5[fluorescence artefact?]	90	0.5	95	-1	100
COC(=O)C1=C(CN2CCSCC2)NC(=O)NC1c1cc(C)ccc1C (stereo not drawn)	54	19	-35	-2	109	0.8	143	10	95
NC(=O)COc1ccc(=O)n(-c2ccccc2)n1	95	3	-14	-3	98	1	98	-3	96
CCCCN(CCCC)S(=O)(=O)c1ccc2[nH]c(=O)[nH]c2c1	98	13	-1	3	94	0.9	81	2	101
COC(=O)C1C(=O)C2=C(CC1C)NC(C)=C(C(=O)OCCOc1ccccc1)C2c1ccc(C)o1 (stereo not drawn)	83	nt	nt	-5	91	nt	92	nt	101
COc1ccccc1/C=C/C=N/N1CCN(Cc2ccc(Cl)cc2)CC1	nt	52*	6	nt	nt	0.5	nt	-1	nt
O=C(c1ccccc1NS(=O)(=O)c1cccc([N+](=O)[O-])c1)N1CCOCC1	nt	-1	10	nt	nt	1	nt	-5	nt
CCn1c(SCC(=O)N2CCN(c3ccccc3)CC2)nnc1-c1ccncc1	102	nt	nt	-20	103	nt	97	nt	109
Fc1c(F)c(F)c(CSc2nc3ccccc3[nH]2)c(F)c1F	84	46	-31	6	99	0.5	95	12	97
Clc1ccc(-c2nnc3n2CCCCC3)cc1	87	9	15	2[fluorescence artefact?]	98	0.9	107	-2	103
O=C(COC(=O)CNC(=O)C1CCCCC1)Nc1ccc2ccccc2c1	101	69*	-9	-3	92	0.3	108	0	96
COc1ccc(-c2cc(C(=O)n3cnc4ccccc43)c3ccccc3n2)cc1	nt	75*	10	nt	nt	0.3	nt	-4	nt
O=C(CN1CCN(CC(=O)c2ccc(F)cc2)CC1)Nc1ccccc1Cl	93	26	nt	-15	89	0.7	120	nt	99
Cn1c(=O)c2c(SCC(=O)N3CCC(Cc4ccccc4)CC3)nc(C3CC3)nc2n(C)c1=O	77	nt	nt	16	61	nt	77[fluorescence artefact?]	nt	94
Cn1nnnc1SCCNCc1ccccc1F	81	79*	7	-5	100	0.2	96	-5	99
Cc1nc(CCNC(=O)Cc2ccccc2)cs1	102	17	-26	5[fluorescence artefact?]	94	0.8	120[fluorescence artefact?]	1	107
COc1cc2c(cc1OC)C(c1ccc(N(C)C)cc1)CC(=O)N2 (stereo not drawn)	90	46	13	-14	113	0.5	108	4	104
Cc1cc(-c2ccco2)n(-c2ccccc2)n1	83	18	-5	8	94	0.8	95	2	98
CCOC(=O)CSc1nnc(Cc2ccccc2)n1CC1CCCO1 (stereo not drawn)	89	14	5	18	97	0.9	102	0	108
CN1CCN(C(=O)c2ccc3c(=O)n(Cc4ccc(Cl)cc4)c(=S)[nH]c3c2)CC1	49	15	-9	-17	61	0.9	80	-2	100
COc1ccccc1CNC(=O)CCN1C(=O)COc2ccccc21	89	50*	nt	0	97	0.5	102	nt	104

4 records drawn at random from those above, as already listed:
SMILES	H69AR growth 86K	CYP2C19 inhib	CD11b adhes inh	ERa SRC1 inh	HUVEC inhibit	CYP2C19 act	ERa SRC1 pot	CD11b adhes enh	Lung fibro prol
CCOCCCNC(=O)C(NC(=O)CNC(=O)c1ccccc1)c1ccccc1 (stereo not drawn)	98	-2	2	-8	110	1	115[fluorescence artefact?]	-2	90
O=C(CN1CCN(CC(=O)c2ccc(F)cc2)CC1)Nc1ccccc1Cl	93	26	nt	-15	89	0.7	120	nt	99
COc1ccccc1/C=C/C=N/N1CCN(Cc2ccc(Cl)cc2)CC1	nt	52*	6	nt	nt	0.5	nt	-1	nt
CCOC(=O)Nc1nnc(-c2ccc(OC)c(OC)c2)s1	85	-1	-14	6	95	1	114	-2	99

(cont.)
SMILES	H69AR growth 86K	CYP2C19 inhib	CD11b adhes inh	ERa SRC1 inh	HUVEC inhibit	CYP2C19 act	ERa SRC1 pot	CD11b adhes enh	Lung fibro prol
N#CC1=C(N)Oc2n[nH]c(CSc3ccccc3)c2C12C(=O)Nc1ccccc12 (stereo not drawn)	92	0	-3	16	102	1	72	5	100
CCCCOC(=O)C1=C(C)Nc2ncnn2C1c1ccc(OCC)c(OC)c1 (stereo not drawn)	nt	37	-12	nt	nt	0.6	nt	-4	nt
CCOC(=O)c1cnc(SCC(=O)Nc2cc(C(F)(F)F)ccc2N2CCOCC2)nc1N	36*	4	-2	4[fluorescence artefact?]	47	1	144[fluorescence artefact?]	-3	65
CCC(C)C(NC(=O)OC(C)(C)C)C(=O)NC(C(=O)N1CCCC1C(N)=O)C(C)CC (stereo not drawn)	88	4	-6	-8	94	1	111	3	98
Cc1cc(NC(=O)C2(c3ccccc3)CCCC2)no1	91	42	0	-3	102	0.6	102	2	101
COC(=O)c1ccc(Cl)c(NC(=O)CN2CCN(Cc3ccccc3)CC2)c1	98	28	-2	-3	95	0.7	125	8	92
O=C(Oc1ccccc1)c1ccccc1OS(=O)(=O)c1ccccc1	nt	44	25	nt	nt	0.6	nt	1	nt
O=C(Nc1ccc(Cl)cc1)C(c1ccccc1)N(CCO)CCO (stereo not drawn)	104	63*	-6	3	88	0.4	113	0	96
CCOC(=O)c1cnc2ccc(Cl)cc2c1NCCN(C)C	84	nt	nt	11	94	nt	90[fluorescence artefact?]	nt	91
Cc1ccc(C(=O)COC(=O)c2cnccn2)cc1	92	4	5	-7	107	1	106	2	91
CCCCCC1CC(=O)N(Cc2ccccc2)C(=O)N1 (stereo not drawn)	92	38	-7	0	103	0.6	122	-3	95
COc1ccccc1N1CCN(c2cc(=O)n(Cc3ccc(F)cc3)c(=O)[nH]2)CC1	30*	nt	nt	9[fluorescence artefact?]	59	nt	114	nt	61
CCCCN(C(=O)CNC(=O)c1cccs1)C(C(=O)NC1CCCCC1)c1cccnc1 (stereo not drawn)	85	nt	nt	8	97	nt	139	nt	94
O=C(C(c1ccccc1)c1ccccc1)N1CCN(Cc2ccccn2)CC1	97	4	nt	2	96	1	133	nt	96
CC(=O)NC12CC3CC(C1)CC(C(=O)OCC(=O)c1ccc4c(c1)OCCO4)(C3)C2	66	4	7	-2	98	1	95[fluorescence artefact?]	7	89
CC(C)c1nnc(SCC(=O)NCc2ccco2)n1C	82	2	-8	11	89	1	102	1	92
N=c1c(S(=O)(=O)c2ccccc2)cc2c(=O)n3ccccc3nc2n1Cc1ccco1	11*	6	5	76*[fluorescence artefact?]	87	0.9	49[fluorescence artefact?]	-4	76
CCOC(=O)Cc1csc(NC(=O)CCS(=O)(=O)Cc2ccccc2)n1	117	31	10	2	94	0.7	109[fluorescence artefact?]	-4	92
O=C(NCCOC(=O)c1ccc(S(=O)(=O)N2CCOCC2)cc1)c1cccnc1	102	2	-15	-14	93	1	109	0	97
COC(=O)C1=NN(C(=O)c2ccc(Cl)cc2)C(O)(c2ccccc2)C1 (stereo not drawn)	nt	29	14	nt	nt	0.7	nt	4	nt
CCOc1ccc(N=Cc2c(O)cc(C)oc2=O)cc1	91	-7	-40	-3	89	1.1	118	3	94
CCC(C)C1C(C#N)=C(N)Oc2n[nH]c(-c3ccccc3)c21 (stereo not drawn)	105	53*	-64	2	89	0.5	41	-2	100
COc1cc(C(=O)NCC(=O)n2nc(C)cc2C)cc(OC)c1OC	96	-8	-8	-1[fluorescence artefact?]	101	1.1	108	-2	100
COc1ccc2[nH]c(=O)c(CN(Cc3ccco3)C(=O)c3ccccc3)cc2c1	59	35	-2	-5	109	0.6	91	-2	100
N#Cc1cc(-c2ccccc2)cnc1Sc1ccc(Cl)cc1	nt	9	0	nt	nt	0.9	nt	-4	nt
O=C(C1CCC1)N1CCc2cc(S(=O)(=O)N3CCN(c4ccccn4)CC3)ccc21	74	0	-9	41[fluorescence artefact?]	99	1	83	2	97
Cc1csc2ncc(C(=O)N(Cc3ccccc3)c3ccccn3)c(=O)n12	99	1	-4	-1[fluorescence artefact?]	102	1	108	1	101
N#Cc1c2c(c(NCCN3CCOCC3)n3c1nc1ccccc13)CCCC2	49	53*	-8	-21	89	0.5	112[fluorescence artefact?]	-4	87
COc1ccccc1NC(=S)N(CCc1c(C)[nH]c2ccccc12)Cc1cccs1	66	58*	-5	8	72	0.4	102	16	88
COCCNC(=O)CSc1ncnc2sccc12	98	-7	nt	4	107	1.1	99	nt	107
CCOc1ccc(OCC)c(NC(=O)C2CCCN(S(=O)(=O)c3c(C)noc3C)C2)c1 (stereo not drawn)	19*	6	-11	1	78	0.9	116[fluorescence artefact?]	-3	82
CCn1nc(C)c(Oc2ccccc2O)c1C	112	49	16	-5	111	0.5	113	-3	97
CS(=O)(=O)N1CCN(C(=O)NC23CC4CC(CC(C4)C2)C3)CC1	92	-13	-23	8	102	1.1	108	3	98
COc1cccc(-c2nnc(SCCOc3ccc4c(C)cc(=O)oc4c3)o2)c1	nt	-16	-4	nt	nt	1.2	nt	-5	nt
CCC(C)(C)NC(=O)C(c1ccccc1)N(C(=O)c1csnn1)C1CC1 (stereo not drawn)	96	nt	nt	-3	95	nt	117[fluorescence artefact?]	nt	94
Nc1c(C(=O)Nc2nccs2)sc2nc(-c3cccs3)cc(C(F)(F)F)c12	nt	11	-9	nt	nt	0.9	nt	59	nt
CCCCSc1nnc(-c2ccc(NC(=O)CC)cc2)n1C	84	21	1	-3	101	0.8	94	-2	105
CCOC(=O)/C(=N\Nc1ccccc1)S(=O)(=O)c1ccccc1	90	26	-18	-1	99	0.7	117	-1	97
CCn1cc(C(=O)NCC2CCCO2)c(=O)c2cc(S(=O)(=O)N3CCCCC3)ccc21 (stereo not drawn)	88	14	-3	24	80	0.9	96	-2	88
Cc1ccc(CC(=O)Nc2nc3c(s2)CCCC3)cc1	95	42	10	-7	65	0.6	97	-1	72
COc1cccc(C(O)CC(N)=O)c1 (stereo not drawn)	91	-8	-4	2	107	1.1	123	0	94
Fc1cccc(Nc2ncnc3c2cnn3-c2ccccc2)c1	14*	nt	nt	-5	76	nt	120	nt	86
COc1ccc(C(=O)NNC(=O)Cc2ccc(-c3ccccc3)cc2)cc1OC	nt	-13	12	nt	nt	1.1	nt	-4	nt
COc1ccc(-c2nnn(CC(=O)NC3CCCc4ccccc43)n2)cc1OC (stereo not drawn)	25*	64*	0	41[fluorescence artefact?]	100	0.4	113	1	66

Assay outcomes deposited in PubChem by several laboratories.
